Screening data (PubChem)
Pol beta inh: inhibitors of human DNA polymerase beta; 340,000 tested, 1.3% active; P06746; Pol beta primer extension/strand displacement, fluorescence kinetic; AID 485314; Potency, µM (titrated, usually from 114 µM), inactives show at the highest dose activity change, negative = inhibition, most hits filed as inhibitors; also: % is scaled to controls: 0 for no effect and ±100 for the full control effect
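Pol beta (10 nM) was preincubated with compound for 15 min at room temperature. The reaction was then started with 50 nM substrate and read immediately and after a further 10 min at room temperature.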
BAZ2B inh: blocks human BAZ2B; 360,000 tested, 4.4% active; AlphaScreen BAZ2B-H3K14Ac peptide displacement; Q9UIF8; AID 504333; Potency, µM (top dose mostly 114 µM), inactives show at the top dose activity change, negative = inhibition, actives largely listed as inhibitors; also: % is scaled to controls: 0 for no effect and ±100 for the full control effect; nearly all actives have a fitted effect of over 60% in size
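Multi-concentration screen (max 110 uM) measuring displacement of acetylated histone H3 peptide from BAZ2B by AlphaScreen, using 50 nM protein, 50 nM peptide and 10 ug/mL streptavidin donor plus Ni-chelate acceptor beads.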
APE1 inh: inhibitors of human APE1 endonuclease; P27695; recombinant APE1, TAMRA/BHQ-2 abasic DNA cleavage fluorescence; Potency, µM (highest dose often 65.8 µM), for inactives: at the top dose activity change, negative = inhibition, actives largely listed as inhibitors; 350,000 tested, 0.35% active;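 also: plate controls were vehicle for no effect and reference inhibitor for full effect; nearly all actives have a fitted effect of over 55% in size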
Target sequence (P27695 whole entry, looked up): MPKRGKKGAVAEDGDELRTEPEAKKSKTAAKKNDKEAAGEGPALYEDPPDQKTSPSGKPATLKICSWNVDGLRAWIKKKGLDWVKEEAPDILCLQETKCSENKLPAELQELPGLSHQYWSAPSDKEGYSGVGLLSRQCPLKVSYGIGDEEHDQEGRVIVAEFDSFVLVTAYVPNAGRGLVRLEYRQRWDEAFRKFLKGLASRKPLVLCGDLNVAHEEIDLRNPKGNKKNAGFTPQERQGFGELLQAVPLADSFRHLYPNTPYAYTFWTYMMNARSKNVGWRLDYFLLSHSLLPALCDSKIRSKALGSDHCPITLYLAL
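Readout is kinetic fluorescence (ex 525, em 598 nm) from cleavage of 50 nM TAMRA/BHQ-2 THF abasic duplex by 0.75 nM APE1, compound added 15 min beforehand at RT.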
G9a inh: inhibitors of human histone lysine methyltransferase G9a. Q96KQ7. G9a H3K9 monomethylation, AlphaScreen, 2 h. Potency, µM (top dose mostly 102 µM), without a hit: at the highest dose activity, negative = inhibition, most hits filed as inhibitors. 350,000 tested, 8.8% active. AID 504332; also: % is scaled to controls: 0 for no effect and ±100 for the full control effect; nearly all actives have a fitted effect of over 75% in size
Target sequence (Q96KQ7 913-1193 limits assumed): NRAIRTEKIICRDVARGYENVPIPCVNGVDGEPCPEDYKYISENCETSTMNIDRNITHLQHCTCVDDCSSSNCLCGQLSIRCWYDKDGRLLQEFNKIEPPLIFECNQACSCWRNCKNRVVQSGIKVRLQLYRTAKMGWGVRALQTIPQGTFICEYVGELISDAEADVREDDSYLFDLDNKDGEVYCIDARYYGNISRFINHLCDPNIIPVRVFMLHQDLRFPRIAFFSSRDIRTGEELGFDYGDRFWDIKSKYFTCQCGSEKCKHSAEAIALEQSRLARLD
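Compounds were preincubated with 20 nM G9a for 15 min, after which biotinylated H3K9 peptide (500 nM) and SAM (20 uM) started a 2 h room-temperature reaction. Monomethylated product was quantified by antibody-based AlphaScreen chemiluminescence.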
BLM inh: blocks DNA unwinding by human BLM helicase. AID 2528. 350,000 tested, 0.2% active. recombinant BLM DNA unwinding, fluorescence dequenching. P54132. Potency, µM (top dose mostly 56.1 µM), for inactives: at the highest dose activity change, negative = inhibition, hits mostly inhibitors;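 also: plate controls were vehicle for no effect and no enzyme for full effect; nearly all actives have a fitted effect of over 35% in size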
POLI inh: blocks human DNA polymerase iota activity; Q9UNA4; AID 588590; Pol iota fluorescent replication assay, 10 min; Potency, µM (top dose mostly 115 µM), inactives show at the highest dose activity, negative = inhibition, actives largely listed as inhibitors; 390,000 tested, 1% active
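Fluorescent replication assay read twice, at 0 min and 10 min after adding 50 nM (final) substrate. Enzyme (10 nM) and compounds were first incubated 15 min at room temperature; enzyme-free buffer wells were negative controls.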
Pol eta inh: blocks human DNA polymerase eta activity; Potency, µM (doses to about 114 µM), inactives show at the highest dose activity change, negative = inhibition, most hits filed as inhibitors; Q9Y253; 390,000 tested, 1.2% active; recombinant Pol eta, fluorescent DNA replication assay; also: % is scaled to controls: 0 for no effect and ±100 for the full control effect
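Pol eta (10 nM) was preincubated with compounds for 15 min at room temperature, after which fluorescent replication substrate (50 nM final) was added to start the reaction. Fluorescence was read kinetically at 0 and 10 min.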
Pol kappa inh: inhibitors of human DNA polymerase kappa; purified Pol kappa, fluorescent DNA synthesis assay, 10 min; Q9UBT6; Potency, µM (titrated, usually from 107 µM), for the others: at the highest dose activity, negative = inhibition, usual class: inhibitors; 400,000 tested, 0.53% active; also: % is scaled to controls: 0 for no effect and ±100 for the full control effect
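10 nM Pol kappa was preincubated with compounds for 15 min at room temperature. Reaction started with 50 nM (final) substrate. Fluorescence read kinetically at 0 and 10 min.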
Apoferritin bind: candidate novel general anesthetic via apoferritin binding; AID 485281; apoferritin/1-aminoanthracene competitive binding, fluorescence; Potency, µM (titrated, usually from 77.5 µM), for inactives: at the highest dose activity change, negative = displacement, hits mostly inhibitors; 350,000 tested, 0.074% active; P02791; also: % is scaled to controls: 0 for no effect and ±100 for the full control effect; nearly all actives have a fitted effect of over 20% in size
Target sequence (P02791 2-175 limits assumed): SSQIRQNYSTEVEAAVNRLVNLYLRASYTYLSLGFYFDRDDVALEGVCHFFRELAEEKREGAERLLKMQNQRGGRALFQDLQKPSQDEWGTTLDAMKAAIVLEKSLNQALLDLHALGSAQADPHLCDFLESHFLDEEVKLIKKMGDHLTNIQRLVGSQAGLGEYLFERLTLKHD
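Horse-spleen apoferritin (10 uM) was mixed with 50% saturated 1-aminoanthracene in PBS, exposed to compounds for 10 min at room temperature, and read for fluorescence (ex 380 nm, em 535 nm). Competitive displacement was fitted with a four-parameter Hill equation.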
* marks the source's active call; other numbers are inactive results; ? = inconclusive; nt = no result given; & = joins results of further samples; ! = a repeat was not active; [ ] = dose if it differs, or a comment. Calls follow the shape of the dose curve; as a rule, active = well fitted curve in the direction sought with a large enough effect; inconclusive = small, poorly fitted or top-dose-only effect, or another doubt; inactive = no such curve, though single readings can be large; an effect the other way counts as inactive or inconclusive. Potency is read from the fitted curve at half-maximal effect. These rows are one share of the data; rates above refer to the full screens.

Start of the listing, in advance (2 entries):
SMILES	Pol beta inh	BAZ2B inh	APE1 inh	G9a inh	BLM inh	POLI inh	Pol eta inh	Pol kappa inh	Apoferritin bind
NC(=O)c1ccccc1C[C@H](C(=O)O)N1C(=O)c2ccc(C(=O)O)cc2C1=O	nt	?	56%[activator]	6%[12.7 µM]	2%	nt	nt	nt	4%
COC(=O)c1c(NC(=O)COC(=O)CCNS(=O)(=O)c2ccccc2)sc(C)c1C	5%	-18%	-24%	26%	-6%	13%	-15%	-6%	-1%

The listing (from the top)
SMILES	Pol beta inh	BAZ2B inh	APE1 inh	G9a inh	BLM inh	POLI inh	Pol eta inh	Pol kappa inh	Apoferritin bind
NC(=O)c1ccccc1C[C@H](C(=O)O)N1C(=O)c2ccc(C(=O)O)cc2C1=O	nt	?	56%[activator]	6%[12.7 µM]	2%	nt	nt	nt	4%
COC(=O)c1c(NC(=O)COC(=O)CCNS(=O)(=O)c2ccccc2)sc(C)c1C	5%	-18%	-24%	26%	-6%	13%	-15%	-6%	-1%
COc1ccc(C)cc1NC(=O)C1CCCN1S(=O)(=O)c1ccccc1F (stereo not drawn)	nt	11%	-13%	8.9µM*	nt	9%	-16%	-6%	nt
Cc1cccc(Oc2ncnc3onc(C)c23)c1	-23%	6%	2%	18%[59 µM]	0%	-15%	-16%	2%	0%
CC(C)(C)c1ccc(C(=O)Nc2ccc(C(=O)OCc3cc(=O)n4ccsc4n3)cc2)cc1	29%	-11%	nt	-3%[12.7 µM]	-4%	16%	-6%	-7%[60.1 µM]	?
COc1ccc(N2CC(NC(=O)c3ccc4ccccc4c3)CC2=O)cc1OC (stereo not drawn)	nt	3%	-4%	1%	nt	41%[activator]	-19%	-2%	nt
CC(=O)C(N=Nc1ccccc1)(Sc1nnc(-c2ccccc2)n1-c1ccccc1)C(=O)Nc1ccccc1 (stereo not drawn)	15%	-29%	?	3%	-6%	14%	-3%	-5%	-10%
OC(COc1ccc2cc(Br)ccc2c1)Cn1ccnc1 (stereo not drawn)	-9%	-37%	31%	-1%	1%	3%	-15%	13%	-3%
COc1cc(C2CC(c3ccccc3)=NN2c2ccccc2)ccc1OCC(=O)O (stereo not drawn)	20%	35%[activator]	-15%	45%	-1%	-6%	-21%	4%	235%[activator]
COc1ccc(C(=O)N/C(=C\c2ccccc2)C(=O)NC(CCSC)C(=O)O)cc1 (stereo not drawn)	15%	10%	-5%	56µM*	3%	-15%	1%	-1%	-6%
CCC(=O)N1CCc2cc(Br)cc(S(=O)(=O)CCC(=O)N(CC)Cc3ccccc3)c21	25%	1%	nt	-4%[59 µM]	-9%	-22%	-8%	-2%	-10%
COc1ccccc1N1CCN(C2CCCN(Cc3c(F)cccc3F)C2)CC1 (stereo not drawn)	8%	-25%	41%	29%	0%	16%	-14%	11%	1%
CC(C)CCn1c(N2CCN(c3cccc(Cl)c3)CC2)nc2c1c(=O)[nH]c(=O)n2C	16%	0%	-2%	0%[59 µM]	-4%	5%	6%	2%	-3%
Oc1c(Br)cccc1/C=N/Nc1c(F)c(F)c(F)c(F)c1F	3%	-1%	1%	9%[59 µM]	-2%	-1%	-15%	-4%	-15%
CCOC(=O)CNC(=O)C1c2ccccc2Oc2ccccc21	?	-1%	8%	nt	1%	57%[activator]	-16%	0%	9%
CCOC(=O)Nc1ccc(S(=O)(=O)Nc2cc(C)on2)cc1	28%	5%	-1%	11%[12.7 µM]	-1%	12%	-22%	-14%	-2%
Cc1ccc(C(=O)c2oc3ccccc3c2NC(=O)c2cc(-c3ccccc3)on2)cc1	1%	-2%	nt	5%[59 µM]	-2%	23%	-2%	7%	5%
CCc1ccccc1NC(=O)c1c(NC(=O)c2ccccc2)sc2c1CCCC2	-4%	16%	nt	29%[59 µM]	-3%	19%	-19%	1%	-12%
Cc1sc2nc(SCC(=O)NCc3cccs3)[nH]c(=O)c2c1C	-1%	12%	2%	-16%	-2%	-1%	-9%	-2%	-12%
COc1ccccc1NC(=O)c1cc(S(=O)(=O)N2CCc3ccccc32)ccc1F	-7%&7%	-37%&0%	82%[activator]	67%[activator]	1%&-1%	5%&9%	-18%&-17%	0%	-16%&10%
CNC(=O)OCc1cccc(COC(=O)NC)n1	-1%	?	-3%	45µM*!	-1%&-3%	?	-7%	-3%	-8%
O=C(Cn1ccc2cc(S(=O)(=O)N3CCCCCC3)ccc21)NCCc1ccccc1Cl	0%	-5%	nt	?	-3%	5%	-2%	-12%	35%[activator]
NC(=O)NC(=O)C(Nc1ccc(N2CCCCC2)cc1)c1ccccc1 (stereo not drawn)	17%	?	58%[activator]	16µM*	-4%	112%[activator]	-11%	-38%	-19%
CC[C@H](C)[C@H](NC(=O)CNC(=O)[C@H](CCCNC(=N)N)NC(=O)[C@H](CO)NC(=O)[C@H](C)NC(=O)[C@H](Cc1ccc(O)cc1)NC(=O)[C@H](Cc1c[nH]c2ccccc12)NC(=O)[C@H](C)NC(=O)[C@@H]1CCCN1C(=O)[C@H](CC(N)=O)NC(=O)[C@@H](NC(=O)[C@H](CC(=O)O)NC(=O)[C@@H]1CCCN1C(=O)[C@@H](N)[C@@H](C)O)[C@@H](C)CC)C(=O)N[C@@H](CCCNC(=N)N)C(=O)N1CCC[C@H]1C(=O)N[C@H](C(=O)NCC(=O)N[C@@H](CCCNC(=N)N)C(=O)N[C@@H](Cc1ccccc1)C(N)=O)C(C)C	nt	nt	13%	nt	-12%	nt	nt	-6%[12 µM]	-1%
O=C(CS(=O)(=O)Cc1ccccc1)NCc1ccccc1Cl	16%	-9%	-3%	?	-1%	-11%	-1%	-14%	-14%
The listing continues.
SMILES	Pol beta inh	BAZ2B inh	APE1 inh	G9a inh	BLM inh	POLI inh	Pol eta inh	Pol kappa inh	Apoferritin bind
CCN(CC(=O)Nc1c(F)cccc1F)C(=O)CNC(=O)c1ccc2ccccc2c1	nt	2%	42%	7%[59 µM]	nt	9%	-15%	-27%	nt
Cc1ccc(-c2cc(C(=O)Nc3ccc(S(=O)(=O)N4CC(C)OC(C)C4)cc3)[nH]n2)c(O)c1 (stereo not drawn)	18µM*	-21%	1%	?	-30%	40µM*	-24%	?	-21%
Cc1nnc(N2C(=O)C(O)=C(C(=O)c3ccco3)C2c2ccc(C(C)(C)C)cc2)s1 (stereo not drawn)	1%	-1%	7%	?	-11%	9%	0%	2%	-14%
COc1ccc(CCN2C(=O)CSC2=Nc2ccc(C(C)C)cc2)cc1OC	-10%	-3%	-8%	3%	-11%	5%	-10%	-18%	-12%
Fc1cccc(CN2CCC(Cc3ccccc3)CC2)c1	24%	79µM*	23%	28µM*	-4%	-12%	-20%	-3%	-6%
COc1cccc(N2CCN(c3nc(-c4ccccc4C)cc(=O)[nH]3)CC2)c1	0%	?	10%	-19%	-13%	?	-7%	-13%	-6%
Cc1onc(-c2ccccc2)c1NC(=O)N(Cc1ccccc1)C(C)C	7%	-34%	?	-12%	0%	12%	-15%	-6%	0%
CC(C)Cc1nn2c(N)c(/C=C3\C=Nc4ccccc43)c(=O)nc2s1	?	-10%	-6%	?	-4%	12%	-20%	-15%	-21%
O=C(COC(=O)c1ccc(Cl)c(S(=O)(=O)N2CCCC2)c1)NC1CCCC1	-1%	nt	-4%	?	-3%	-1%	5%	2%	-19%
O=C(Cn1cnc2ccccc2c1=O)NCCC(=O)Nc1ccc(F)cc1	5%&28%	-13%&-14%	1%	-11%	-1%&0%	-81%&-12%	?	-20%&-1%	-5%&-9%
CCC(C)(C)NC(=O)C(c1ccc(OC)cc1)N(C(=O)CCC(=O)Nc1cc(C)on1)c1ccc(OC)cc1OC (stereo not drawn)	39%	-30%	-6%	-6%	1%	119%[activator]	-15%	-8%	-21%
Cc1ccc(S(=O)(=O)N2CCC(C(=O)N3CCN(Cc4ccccc4)CC3)CC2)cc1	-8%	7%	-2%	-20%	2%	-17%	-5%	-3%	-7%
Cc1cc(C)nc(Nc2cc([N+](=O)[O-])ccc2C)n1	5%	-36%	3%	?	-16%	89%[activator]	-18%	-1%	-8%
NNC(=O)C1c2ccccc2Oc2ccccc21	47%	-5%	-2%	5%[0.501 µM]	-2%	1%	-9%	10%	6%
Cc1ccc(-c2nnc(Nc3ccc(Br)cc3)c3ccccc23)cc1S(=O)(=O)NCC1CCCO1 (stereo not drawn)	0%	0%	nt	-1%[59 µM]	-9%	-8%	-13%	-9%	125%[activator]
Cc1ccc(NC(=S)N2CCC(NC(=O)c3ccc(F)cc3)CC2)cc1C	?	-19%	43%	-33%	-3%	96%[activator]	-12%	5%	1%
COC(=O)c1ccccc1S(=O)(=O)Nc1ccc(OC)nc1	1%	4%	-2%	2%[2.33 µM]	1%	-7%	-11%	-2%	-12%
Cc1ccc(NC(=O)C(=O)NCCCN2CCCC2=O)cc1	nt	-9%	1%	1%	nt	1%	-7%	-14%	nt
CCN(CC(=O)Nc1cccc(C(C)=O)c1)S(=O)(=O)c1ccc(C)cc1	1%	7%	2%	5%	-3%	72%[activator]	-10%	2%	-17%
COc1ccc(NC(=O)CC#N)cc1OC	8%	-7%	15%	6%[0.0925 µM]	-4%	10%	3%	-1%	-6%
COc1ccccc1N1CCN(/N=C\C(Br)=C\c2ccccc2)CC1	12%	?	17%	nt	-4%	?	-1%	-8%	-6%
NC(=O)c1cccc(NC(=O)Nc2ccc(Cl)cc2)c1	7%	-2%	17%	-5%	-9%	145%[activator]	-15%	3%	-2%
Cc1cc(C)cc(NC2=NC3(CCCCC3)N=C(N)N2)c1	16%	7%	3%	0%[59 µM]	5%	8%	-14%	-6%	-13%
CC1(C)C(=O)OC(C(=O)c2ccccc2)C2(CCCCC2)C1=O (stereo not drawn)	-1%	3%	4%	41%[activator]	-7%	13%	-18%	-9%	-16%
Cc1ccc([N+](=O)[O-])cc1NC(=S)NC(=O)c1c(Cl)cnn1C	9%	-7%	1%	nt	-2%	-6%	-10%	17%	-7%
COc1ccc(Nc2nc(N)nc(CSc3nc4cc(OC)ccc4s3)n2)cc1	?	?	nt	?	-8%	?	-16%	-23%	-7%
O=C(CCn1c2c(c3ccccc31)CCCC2)NNC(=O)c1ccc([N+](=O)[O-])cc1	-1%	-36%	10%	16µM*	-2%	?	-19%	-5%	-2%
COc1ccc(CN(Cc2ccccn2)S(=O)(=O)c2ccc(-n3cnnn3)cc2)cc1	-22%	-11%	-9%	11%	-8%	55%[activator]	-3%	-9%	-18%
